# Screens from PubChem.
# M. tuberculosis: growth inhibition of non-replicating M. tuberculosis (AID 488890) | 0.39% of 320,000 active | one-dose inhibition, % at 25 µM; IC50 in µM for titrated hits | Mycobacterium tuberculosis non-replicating, growth inhibition; higher % means a stronger effect; in the data active means a potency from the dose series; inconclusive means inhibition mostly from about 82% at the one dose, without a potency; inactive means the rest, 99 in 100 with inhibition below about 76%;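 further: plate controls were DMSO cells for no effect and high antibiotic wells for full effect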
# PhoP GFP inhibition: Inhibition of PhoP regulon, Salmonella typhi GFP reporter cells, confirmation, 4 h (AID 1850); Salmonella Typhi PhoP-promoter GFP reporter, fluorescence, 4 h; higher % means a stronger effect; 0.33% of 310,000 active; inhibition, % at 50 µM, or IC50 in µM where a hit was titrated; in the data active means a potency from the dose series; inconclusive means inhibition mostly from about 25% at the one dose, without a potency; inactive means the rest, 99 in 100 with inhibition below about 19%;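 further: 0% = induced wells with vehicle and 100% = uninduced wells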
# inhibitors of VEEV: inhibitors of VEEV TC-83 cytopathic effect, confirmation, Vero cells (AID 588727) | Vero cells, VEEV TC-83 cytopathic effect inhibition; higher % means a stronger effect | inhibition, % at 20 µM; hits with a dose series show IC50 in µM | 0.13% of 350,000 active; in the data active means a potency from the dose series; inconclusive means inhibition mostly from about 14% at the one dose, without a potency; inactive means the rest, 99 in 100 with inhibition below about 12%; further: strong numbers were not always called active
# H37Rv inhibition: M. tuberculosis growth inhibition, HTS (AID 449762). M. tuberculosis H37Rv growth inhibition, 7H9 media; higher % means a stronger effect. one-dose inhibition, % at 25 µM; IC50 in µM for titrated hits. 0.59% of 330,000 active; in the data active means a potency from the dose series; inconclusive means inhibition above about 70% without an active follow-up result;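 further: bacterial growth assessed after seven days of incubation; strong numbers were not always called active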
# H1N1 NS1A inhibition: H1N1 influenza NS1A inhibitors, functional cell based assay (AID 504329); 0.3% of 340,000 active; inhibition, % at 12.5 µM, or IC50 in µM where a hit was titrated; NS1A functional cell-based assay, percent inhibition; higher % means a stronger effect; in the data active means a potency from the dose series; inconclusive means inhibition above about 27% without an active follow-up result; further: strong numbers were not always called active
# inhibitors of VEEV 10K pilot screen: also measured in inhibitors of VEEV; calls as there; inhibition, %; measured here: 10K pilot screen inhibition
# Active calls of the source: *; i = inactive; ? = inconclusive; · = no result given.
SMILES,M. tuberculosis,PhoP GFP inhibition,inhibitors of VEEV,H37Rv inhibition,H1N1 NS1A inhibition,others
Cc1cccc(N2CCN(Cc3nc(CC4CC4)no3)CC2)n1,6%,-3%,1.6%,14%,12%,
CCc1ccccc1NC(=O)CCc1nc(-c2cccs2)no1,2%,-3%,0.1%,-2%,6%,
O=C(COC(=O)c1ccc2ccccc2n1)c1ccc(F)cc1,67%,-17%,0.8%,1%,5%,
CCN(CC)C(=O)CN(c1cc(Cl)ccc1OC)S(C)(=O)=O,-9%,-14%,i,1%,19%,
N/C(=N\OC(=O)c1ccc(Cl)cc1Cl)c1ccccn1,74%,-4%,7.2%,23%,6%,
Cc1nn(Cc2ccccc2)c(C)c1C(=O)OCC(=O)NCc1ccco1,-4%,-10%,0.7%,4%,-13%,
CN(C)c1ccc(C(=O)Nc2nnc(C3=COCCO3)o2)cc1,-3%,2%,0.9%,?,5%,
C=CCn1c(O)c(C(C)=NC2CC2)c(=O)[nH]c1=O,-1%,-4%,1.3%,2%,0%,
N#C/C(=C\c1ccc(-c2ccc(S(=O)(=O)N3CCOCC3)cc2)o1)C(=O)NC1CC1,24%,-5%,6.8%,-9%,-3%,
COC(=O)c1cc2ccsc2n1Cc1nc(-c2ccc(OC)cc2)oc1C,17%,12%,6.8%,12%,2%,
COc1ccccc1NC(=O)NCc1nc(-c2ccc(C(F)(F)F)cc2)no1,-3%,6%,0.7%,-2%,·,
CNc1ccc(Br)cc(C(=O)/C=C/c2ccc(OC)cc2)c1=O,13%,8%,7.5%,-1%,7%,
COc1ccc(C(=O)Oc2cc(/C=N/NC(N)=S)ccc2OC)cc1,?,-11%,7.1%,54%,8%,
CCOC(=O)n1c(SCC(N)=O)nc2ccccc21,·,-14%,5.4%,-6%,11%,
CC(C)c1ccc(/C=C2\SC(=S)N(CCC(=O)NCCCn3ccnc3)C2=O)cc1,68%,-27%,4.6%,47%,0%,
Cc1cccc(-n2c(=S)[nH]c3ccccc3c2=O)n1,-18%,1%,i,-4%,-2%,
Cc1c(C(=O)N2CC(C)OC(C)C2)[nH]c2ccc(Br)cc12 (stereo unspecified),7%,14%,1.1%,8%,2%,
CSc1ccc(/C=C(\C#N)C(=O)NC2CCCCC2)cc1,80%,-1%,0.3%,2%,13%,
O=C(CNc1cc(S(=O)(=O)N2CCOCC2)ccc1N1CCOCC1)Nc1cccc(C(F)(F)F)c1,8%,·,1.5%,-2%,-1%,
COc1ccccc1NC(=S)N1CCN(c2ccccn2)CC1,8%,5%,1.5%,3%,-4%,
CCN1CCN(C(=O)c2nn(-c3ccc(C)cc3)c(=O)c3c2c2ccccc2n3C)CC1,5%,-9%,0.2%,4%,21%,
O=C(O)CCC(=O)Nc1nc2ccc([N+](=O)[O-])cc2s1,3%,-13%,1.6%,-3%,1%,
CCCCN(C)CCNC(=O)CSCc1ccc(C)cc1,4%,12%,i,-6%,-13%,
Cc1ccc(O)c(C)c1,0%,·,i,-11%,3%,
CCOC(=O)/C(=N\Nc1ccccc1[N+](=O)[O-])c1csc(Nc2ccccc2)n1,-3%,-4%,13%,1%,13%,
CSCCC1NC(=O)N(CC(=O)Nc2cccc3ccccc23)C1=O (stereo unspecified),-15%,0%,i,-3%,4%,
O=C(Nc1ncc(Cc2ccc(SC(F)F)cc2)s1)c1ccccc1,2%,-3%,1.8%,6%,5%,
S=c1[nH]nc(-c2ccc3c(c2)OCO3)n1-c1ccccc1,-11%,-2%,i,3%,18%,
Cc1ccnc(NS(=O)(=O)c2cccc3nsnc23)c1,8%,-6%,0.1%,-3%,-3%,
CCOc1ccc(NCc2cccn2-c2nnc(N3CCC(C(=O)NCCCN4CCCCC4CC)CC3)s2)cc1 (stereo unspecified),63%,0%,i,?,14%,
CCCCNC(=O)N1CCN(c2ncccn2)CC1,17%,-5%,0.3%,-1%,4%,
O=C(CCc1nnc2ccc(N3CCC4(CC3)OCCO4)nn12)NCc1ccc(F)cc1,-10%,-5%,1.3%,-2%,-6%,
Cc1cc(-c2nc3cccnc3s2)ccc1NS(=O)(=O)c1ccc2c(c1)OCCO2,-3%,2%,2.8%,0%,-17%,
c1nnc(-c2ccc3c(c2)OCO3)o1,-5%,8%,0.1%,-10%,0%,
O=C(O)C1=C[C@H](C2CC2)C[C@H](OCCCCO)O1,10%,7%,0.5%,-5%,9%,
CCC1(C)Cc2c(sc3nc4n(c(=O)c23)CCCS4)CO1 (stereo unspecified),-9%,-2%,0.9%,-3%,7%,
C=CCNC(=O)COC(=O)c1cccnc1Nc1ccccc1F,7%,-12%,i,0%,-12%,
CCN(Cc1ccccc1)C(=O)c1ccccc1C,6%,-2%,3.6%,-6%,-7%,
C/C(=C\c1ccccc1)C(=O)c1c(C)cc(C)[nH]c1=O,-19%,-6%,0.3%,1%,-5%,inhibitors of VEEV 10K pilot screen=0.6
Cc1ccn(CC(=O)O)c(=O)c1,2%,-12%,i,-12%,3%,
CSc1nnc2c(n1)OC(c1cn(C)c3ccccc13)N(C(C)=O)c1ccccc1-2 (stereo unspecified),-11%,-1%,·,-1%,·,
COc1cc(CCC(=O)NNC(=O)c2ccc(C)cc2)cc(OC)c1OC,5%,4%,2.0%,7%,10%,
Cc1ccsc1C(=O)NCC(C)(C)N1CCOCC1,·,·,0.5%,15%,-10%,
COC(=O)c1c(C)[nH]c(C(=O)/C=C/c2ccc(Cl)cc2)c1C,-3%,-4%,0.2%,?,0%,
COC(=O)c1ccc(-n2c(C)cc(/C=N/Nc3nc(C)cc(=O)[nH]3)c2C)cc1,28%,-12%,i,2%,-1%,
CC(C)(C)C(=O)C(Cc1ccccc1Cl)n1cncn1 (stereo unspecified),-5%,12%,1.0%,-2%,9%,
COc1cc2c(cc1NC(=O)Nc1cccc(C)c1)oc1ccccc12,-10%,1%,1.3%,-9%,8%,
COCC(=O)N(C)C[C@H]1N[C@@](Cc2ccccc2)(C(=O)OC)[C@H]2C(=O)N(C)C(=O)[C@@H]12,4%,·,1.4%,-9%,-7%,
Cc1ccc(NC(=S)N2CCC(c3ccc(C)cc3)C2)cc1 (stereo unspecified),?,-7%,?,-4%,-1%,
O=C(Nc1cccc(C(=O)N2CCCCC2)c1)C1CCC1,·,·,i,·,-17%,
CCOc1cccc(C2/C(=C(/O)c3ccc4c(c3)CC(C)O4)C(=O)C(=O)N2CCN2CCOCC2)c1 (stereo unspecified),5%,10%,1.0%,2%,3%,
CC(C)C[C@H](NC(=O)OC(C)(C)C)C(=O)N1CCC(C(=O)O)CC1,-14%,14%,1.4%,2%,-1%,
COc1cccc2cc(C(=O)NCCc3ccccc3)oc12,0%,-1%,8.6%,-13%,-12%,
C/C(=N\Nc1ccc([N+](=O)[O-])cc1[N+](=O)[O-])c1cccnc1,5%,7%,0.7%,1%,-24%,
CC(C)c1cc(C(=O)N/N=C/c2ccoc2)c(O)c(C(C)C)c1,60%,-6%,9.3%,-22%,12%,
Cc1cc(C)nc(SCc2nnc(SCC(=O)NCc3ccco3)n2-c2ccccc2)n1,14%,9%,0.7%,-9%,-10%,
O=c1[nH]c(CSc2ccccn2)nc2ccccc12,9%,-4%,0.1%,3%,3%,
Cc1nc(N2CCC(C)CC2)c2c(C)c(C(=O)O)sc2n1,28%,-10%,2.0%,-3%,7%,
Clc1ccccc1OCc1nc(-c2ccncc2)no1,4%,-8%,0.8%,-15%,-4%,
COc1cccc(NC(=O)Cc2c(O)c3ccccc3[nH]c2=O)c1,10%,-5%,i,-1%,8%,

# Additional structures follow.
SMILES,M. tuberculosis,PhoP GFP inhibition,inhibitors of VEEV,H37Rv inhibition,H1N1 NS1A inhibition,others
CCOC(=O)Cc1nc2nc(C)cc(C)n2n1,5%,0%,1.2%,5%,-12%,
CN(C(=O)CSc1nc(N)c2c3c(sc2n1)CSC(C)(C)C3)c1ccccc1,29%,10%,11%,52%,13%,
COc1ccc(-n2c(C)nnc2SCC(=O)Nc2ccccc2F)cc1,-1%,-3%,3.1%,2%,6%,
O=C(CNC(=O)c1ccco1)OCN1C(=O)c2ccccc2C1=O,-11%,8%,1.5%,-4%,-12%,
COc1ccc2c(ccc[n+]2CC(=O)c2ccc(C)cc2)c1,3%,7%,i,11%,-8%,
COc1ccccc1C(=O)C1CCCN(Cc2ccc3c(c2)OCCO3)C1 (stereo unspecified),5%,-9%,i,3%,12%,
O=C(Cc1c[nH]c2ccccc12)NCc1ccc(Cl)cc1Cl,48%,4%,0.1%,15%,2%,
COC(=O)CNc1nc(C2CC2)nc2c1nnn2Cc1ccccc1Cl,29%,1%,5.1%,4%,14%,
Cc1ccccc1N1CCN(C2CCCN(C(=O)c3noc4c3CCCC4)C2)CC1 (stereo unspecified),53%,-7%,6.3%,18%,-1%,
COC(=O)c1cc(S(=O)(=O)NCC2CCN(Cc3ccc(Cl)cc3)CC2)cn1C,8%,-15%,i,7%,10%,
CC(C)[C@H]1COCCS(=O)(=O)N1Cc1ccccc1-c1ccc(F)cc1,·,·,0.7%,·,-3%,
CSc1ccccc1NC(=O)c1ccoc1C,18%,-5%,i,-13%,1%,
O=C(c1cc(N2C(=O)C3C4CCC(C4)C3C2=O)ccc1Cl)N1CCN(c2ccc(F)cc2)CC1 (stereo unspecified),-20%,3%,1.2%,4%,1%,
CC(=O)c1c(O)n(C)c(=S)n(-c2ccccc2)c1=O,31%,1%,4.0%,5%,-2%,
O=C(CCC1COc2ccccc2O1)NC1CCCCC1 (stereo unspecified),4%,-5%,2.8%,-2%,0%,

# Sorted by length of the SMILES (smallest number first): 3 of the compounds above.
SMILES,M. tuberculosis,PhoP GFP inhibition,inhibitors of VEEV,H37Rv inhibition,H1N1 NS1A inhibition,others
COc1ccc2c(ccc[n+]2CC(=O)c2ccc(C)cc2)c1,3%,7%,i,11%,-8%,
O=C(CNC(=O)c1ccco1)OCN1C(=O)c2ccccc2C1=O,-11%,8%,1.5%,-4%,-12%,
Cc1ccccc1N1CCN(C2CCCN(C(=O)c3noc4c3CCCC4)C2)CC1 (stereo unspecified),53%,-7%,6.3%,18%,-1%,

# Four records picked at random from the list so far, as already listed:
SMILES,M. tuberculosis,PhoP GFP inhibition,inhibitors of VEEV,H37Rv inhibition,H1N1 NS1A inhibition,others
O=C(c1cc(N2C(=O)C3C4CCC(C4)C3C2=O)ccc1Cl)N1CCN(c2ccc(F)cc2)CC1 (stereo unspecified),-20%,3%,1.2%,4%,1%,
COc1ccccc1C(=O)C1CCCN(Cc2ccc3c(c2)OCCO3)C1 (stereo unspecified),5%,-9%,i,3%,12%,
CCOC(=O)Cc1nc2nc(C)cc(C)n2n1,5%,0%,1.2%,5%,-12%,
O=C(Cc1c[nH]c2ccccc12)NCc1ccc(Cl)cc1Cl,48%,4%,0.1%,15%,2%,

# Next structures
SMILES,M. tuberculosis,PhoP GFP inhibition,inhibitors of VEEV,H37Rv inhibition,H1N1 NS1A inhibition,others
O=C(COc1ccccc1)NCc1ccco1,·,·,2.1%,·,0%,
CC1CN(C(=O)CCC(=O)NCCCc2ccccc2)c2ccccc2O1 (stereo unspecified),20%,1%,0.2%,1%,1%,
COc1cc(OC)c(C(=S)N2CCCC2)cc1OC,-9%,6%,0.2%,-3%,-4%,
COc1ccc(-n2c(SCC(=O)Nc3ccc(C(=O)O)cc3)nnc2-c2ccccc2)cc1OC,-8%,-2%,i,-5%,-5%,
O=C(CN(Cc1ccc(Br)cc1)S(=O)(=O)c1ccccc1)NCc1cccnc1,10%,-9%,7.4%,-2%,-11%,
NC(=O)c1ccc(NC(=O)CCCN2C(=O)NC3(CCCC3)C2=O)cc1,-5%,·,0.4%,-11%,-9%,
Cc1cc(C)cc(NC(=O)C2C3C=CC4(O3)C2C(=O)N(CCCN(C)C)C4C(=O)NC2CCCC(C)C2C)c1 (stereo unspecified),1%,7%,0.5%,-12%,2%,
COC(=O)C1=C(c2ccc(Cl)c(C(F)(F)F)c2)C[C@@H]2CC[C@H]1N2C(=O)N1CCCC1,-6%,·,4.4%,3%,-11%,
Cc1ccccc1OCCCC(=O)Nc1ccccc1C(F)(F)F,16%,-3%,i,1%,-2%,
COc1ccc(-c2noc(CN(C(=O)c3c(-c4ccccc4Cl)noc3C)C(C)C)n2)cc1,17%,10%,7.5%,0%,1%,
O=C(c1cc(=O)[nH]c2ccccc12)N1CCN(c2cccc(C(F)(F)F)c2)CC1,11%,-8%,8.2%,11%,-2%,
Cc1cnc(C(=O)OCC(=O)Nc2cccc(C)c2C)cn1,-3%,·,0.6%,-1%,3%,
COc1ccc(C2CC(=O)c3cnc(NC(=O)c4cc(OC)cc(OC)c4)nc3C2)cc1 (stereo unspecified),21%,4%,1.5%,7%,-13%,
CCc1ccccc1NC(=O)CCCN1C(=O)c2cccnc2C1=O,-12%,-5%,0.7%,6%,-1%,
COCC1CCN(Cc2cn[nH]c2-c2ccc(OC)c(F)c2)C1 (stereo unspecified),10%,1%,0.9%,8%,-24%,
